Screening data from PubChem BioAssay.
MCF10A rereplic: induces DNA re-replication in MCF 10a normal breast cells; AID 624296; Potency, µM (series often up to 46.1 µM), for inactives: at the top dose activity, positive = re-replication, most hits filed as activators; hit rate 2.9% among 350,000; MCF 10A DNA re-replication, Hoechst nuclear intensity, 48 h; further: potency means the concentration at half of the fitted maximal effect; % of control where 0% means no effect; nearly all actives have a fitted effect of over 50% in size
SW480 rereplic: inducers of DNA re-replication in SW480 colon cancer cells. SW480 DNA re-replication, Hoechst DNA content imaging, 48 h. Potency, µM (highest dose often 46.1 µM), without a hit: top-dose re-replication activation, usual class: activators. hit rate 1.8% among 340,000. AID 624297; further: potency means the concentration at half of the fitted maximal effect; % of control where 0% means no effect; nearly all actives have a fitted effect of over 55% in size
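Cells (250 per well) received 23 nL compound or DMSO by pin tool and were kept 48 hr at 37 C, 5% CO2. Nuclei were then stained with Hoechst for 40 min and scanned for DNA content.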
HT1080 IDH1KD tx: kills HT-1080 cells with IDH1 knockdown; hit rate 2% among 360,000; Potency, µM (series often up to 46.1 µM), for inactives: top-dose activity, negative = toxicity, most hits filed as cytotoxic; HT-1080 IDH1 knockdown viability, ATP luminescence, 48 h;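 further: potency means the concentration at half of the fitted maximal effect; 0% = DMSO wells and -100% = cell-free medium wells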
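Viability of IDH1-knockdown HT-1080 fibrosarcoma cells was assessed by CellTiter-Glo after 48 h at 37 °C with titrated compound; concentration-effect curves were classified by fit quality and response size.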
IL-1B inflam inh: blocks inflammasome-driven IL-1 beta release. THP-1 LPS/ATP IL-1B secretion, AlphaLISA, 16 h; active compounds read low. activity change, % at 57.5 µM. hit rate 4.7% among 360,000; in the data active means activity change below about -50%; inconclusive means mostly about -30% to -49%; further: on the % scale 0 is the no-effect control and ±100 the full control effect
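Secreted IL-1B measured by AlphaLISA bead assay after 16 h compound exposure of THP-1 cells; compounds (final up to 57.5 uM) added 1 h before LPS (250 ng/mL) and ATP (1.25 mM) stimulation; lower signal means less secretion.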
ATXN2 expr inh: ATXN2 expression inhibition | HEK-293 ATXN2-luciferase reporter, luminescence, 24 h | Potency, µM (highest dose often 57 µM), inactives show at the top dose activity change, negative = inhibition, most hits filed as inhibitors | hit rate 0.72% among 360,000 | AID 1745845; further: potency means the concentration at half of the fitted maximal effect; on the % scale 0 is the no-effect control and ±100 the full control effect; nearly all actives have a fitted effect of over 55% in size
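qHTS (up to 57 uM final) was run with 24 h compound exposure of reporter cells at 37 °C. Each well was multiplexed: SteadyGlo luminescence measured ATXN2-luciferase expression after a fluorogenic Gly-Phe-AFC viability readout (25 uM final).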
HT1080NT lethal: kills 2HG-producing HT-1080-NT fibrosarcoma cells; HT-1080-NT fibrosarcoma viability, CellTiter-Glo ATP luminescence, 48 h; AID 686970; Potency, µM (highest dose often 46.1 µM), for the others: at the highest dose activity, negative = less viability, most hits filed as cytotoxic; hit rate 1.6% among 360,000;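 further: NT is the 2HG producing partner of a matched IDH1 knockdown line; potency means the concentration at half of the fitted maximal effect; 0% = DMSO-treated cells and -100% = media-only wells without cells; nearly all actives have a fitted effect of over 55% in size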
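Viability by CellTiter-Glo luminescence after 48 h compound exposure at 37C of HT-1080-NT cells (750/well, RPMI, 5% FBS). % activity scaled between DMSO wells and medium-only wells, then curve-fitted and categorized by curve class.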
KB-V1 MDR tox: kills drug-selected multidrug resistant KB-V1 cells; hit rate 3.4% among 400,000; AID 1347076; Potency, µM (series often up to 46.1 µM), without a hit: at the top dose activity change, negative = cytotoxicity, hits mostly cytotoxic; KB-V1 MDR cells viability, CellTiter-Glo, 72 h; further: potency means the concentration at half of the fitted maximal effect; on the % scale 0 is the no-effect control and ±100 the full control effect; nearly all actives have a fitted effect of over 60% in size
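Luminescent ATP read-out (CellTiter-Glo, 10 min) measures survival of drug-selected KB-V1 MDR cells after 72 h, 37 degrees C compound exposure. Medium: phenol-red-free DMEM, 10% FBS. Values from fitted concentration-response curves.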
KB-3-1 tox: kills parental KB-3-1 adenocarcinoma cells | KB-3-1 viability, CellTiter-Glo ATP luminescence, 72 h | Potency, µM (top dose mostly 46.1 µM), for the others: top-dose activity change, negative = cytotoxic, hits mostly cytotoxic | hit rate 1.4% among 400,000 | AID 1347075; further: potency means the concentration at half of the fitted maximal effect; on the % scale 0 is the no-effect control and ±100 the full control effect; nearly all actives have a fitted effect of over 60% in size
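Cells are dispensed, compounds pinned in, plates held at 37 °C for 72 h, then CellTiter-Glo is added and luminescence read after 10 minutes. Cell line: parental KB-3-1 in phenol-red-free DMEM, 10% FBS.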
ATXN viability: cell viability loss in ATXN counter-screen; S2 cells (HEK-293 line with an ATXN2-luciferase reporter) viability, CellTiter-Fluor protease fluorescence, 24 h; Potency, µM (titrated, usually from 56.7 µM), hits mostly cytotoxic; hit rate 0.49% among 400,000; further: potency means the concentration at half of the fitted maximal effect; nearly all actives have a fitted effect of over 40% in size
Numbers without * were called inactive; i = inactive; ? = inconclusive; . = no result given; & = joins results of further samples; [ ] = dose if it differs, or a comment. Unless noted, the call rests on the fitted dose curve; in most records, active means well fitted curve in the direction sought with a large enough effect; inconclusive means small, poorly fitted or top-dose-only effect, or another doubt; inactive means no such curve, though single readings can be large; an effect the other way counts as inactive or inconclusive.

SMILES	MCF10A rereplic	SW480 rereplic	HT1080 IDH1KD tx	IL-1B inflam inh	ATXN2 expr inh	HT1080NT lethal	KB-V1 MDR tox	KB-3-1 tox	ATXN viability
CCN(CC)CCNC(=O)Cn1cnc2sc(C)c(S(=O)(=O)N3CCN(c4ccccc4OC)CC3)c2c1=O	-1%	-8%	2%	-9	1%&0%	6%	?	2%&8%	i
CCOC(=O)c1cc(S(=O)(=O)Nc2ccc(OC)c(Cl)c2)[nH]n1	.	.	.	.	0%	.	?	1%	i
Cc1nn(C)c(Oc2cccc(C(F)(F)F)c2)c1C=O	-5%	-5%	15%	0	-29%	2%	6%	0%	i
O=c1cc(CCc2ccccc2)[nH]c(=O)[nH]1	.	.	28%	40	19%	15%	0%	17%	i
COc1cc(OC)c(NC(=O)NCc2ccc3c(c2)CCN3C(=O)c2ccccc2)cc1Cl	.	.	.	.	0%	.	5%	0%	i
O=C(CCNS(=O)(=O)c1ccc(Br)s1)N1CCCCC1	1%	-8%	1%	13	7%	2%	8%	2%	i
CCCCNC(=O)Cn1nc(N2CCN(c3ccccc3OC)CC2)ccc1=O	.	.	.	.	0%	.	-25%	1%	i
COc1cccc(OCC(O)CN2CCN(c3ncccn3)CC2)c1 (stereo not given)	17%	0%	0%	14	-11%	-2%	?	0%	i
CC(c1ccccc1)C1C(C#N)=C(N)SC(N)=C1C#N (stereo not given)	21%	6%	-3%	9	-9%	4%	18%	-11%	i
O=C(NCc1ccccc1Br)c1cccs1	.	.	1%	3	-5%	1%	-21%	10%	i

Copied from the list.
Entry of CCOC(=O)c1cc(S(=O)(=O)Nc2ccc(OC)c(Cl)c2)[nH]n1 under ATXN2 expr inh: 0%
Entry of CC(c1ccccc1)C1C(C#N)=C(N)SC(N)=C1C#N (stereo not given) under ATXN2 expr inh: -9%
Entry of CCCCNC(=O)Cn1nc(N2CCN(c3ccccc3OC)CC2)ccc1=O under KB-3-1 tox: 1%
Entry of COc1cc(OC)c(NC(=O)NCc2ccc3c(c2)CCN3C(=O)c2ccccc2)cc1Cl under ATXN2 expr inh: 0%
Entry of CCN(CC)CCNC(=O)Cn1cnc2sc(C)c(S(=O)(=O)N3CCN(c4ccccc4OC)CC3)c2c1=O under HT1080 IDH1KD tx: 2%

The listing picks up, repeating the 2 entries before the break.
SMILES	MCF10A rereplic	SW480 rereplic	HT1080 IDH1KD tx	IL-1B inflam inh	ATXN2 expr inh	HT1080NT lethal	KB-V1 MDR tox	KB-3-1 tox	ATXN viability
CC(c1ccccc1)C1C(C#N)=C(N)SC(N)=C1C#N (stereo not given)	21%	6%	-3%	9	-9%	4%	18%	-11%	i
O=C(NCc1ccccc1Br)c1cccs1	.	.	1%	3	-5%	1%	-21%	10%	i
O=C(Nc1ccc(N2C(=O)CCC2=O)cc1Cl)c1cccs1	21%	-5%	23%	0	-8%	?	-1%	2%	i
CCN1C(=O)S/C(=C\c2ccc(N3CCOCC3)cc2C)C1=O	13%	2%	4%	-54*	30%[activator]	27%	-13%	-2%	?
COc1ccc(Cl)cc1NC(=O)CN(C)CC(=O)NC(C)c1ccccc1 (stereo not given)	-8%	12%	2%	0	-19%	0%	-22%	19%	i
O=C(c1cccs1)N1CCN(c2nc3c(F)cc(F)cc3s2)CC1	2%	-10%	-3%	?	-10%	2%	?	-1%	i
Cc1ccc(/C=C(\C#N)c2nc3ccccc3c(=O)[nH]2)cc1	.	.	.	.	2%	.	?	13%	i
O=c1[nH]c(/C=C/c2ccccc2Cl)c([N+](=O)[O-])c(=O)[nH]1	?	?	-27%	-11	12%	-5%	4%	9%	i
O=C(CCN1C(=O)/C(=C/C=C/c2ccccc2)SC1=S)Nc1ccccn1	?	14%	-21%	-16	-29%	?	3%	1%	i
CC(=O)c1c(C)[nH]c(C(=O)OC(C)C(=O)NC2CCCCC2)c1C (stereo not given)	.	.	-2%	9	.	-7%	-16%	-20%	i
CCN(CC)S(=O)(=O)c1ccc(NC(=O)c2cnc(C)cn2)cc1	-1%	-2%	6%	57	-6%	7%	11%	17%	i
Cc1cc(C(=O)N2CCCC(N3CCN(c4cccc(C(F)(F)F)c4)CC3)C2)c(C)o1 (stereo not given)	?	18µM*	-14%	?	-25%	-27%	-4%	-6%	i
O=C(CCn1c(=S)oc2ccccc21)Nc1cc([N+](=O)[O-])ccc1F	1%	?	-9%	-12	.	-1%	-10%	1%	i
CCc1cnc2c(c1SCC(=O)NCc1ccccc1)c(=O)n(C)c(=O)n2C	.	.	.	.	2%	.	-21%	0%	i
O=c1c(C(c2ccccc2)c2c(O)nc3n(c2=O)CCS3)c(O)nc2n1CCS2	-4%	-4%	3%	-11	-4%	12%	?	6%	i
O=C(Nc1ccn(CCCN2CCN(c3ncccn3)CC2)c(=O)n1)OCc1ccccc1	.	.	2%	-20	-37%	3%	?	-1%	i
N/C(Cc1cccs1)=N\OC(=O)COc1ccccc1Cl	3%	11%	21%	-5	79%[activator]	16%	0%	19%	i
COc1ccc(-n2nc(C(=O)NCC(=O)N3CCN(c4ccccc4F)CC3)c3ccccc3c2=O)cc1OC	17%	3%	-5%	?	46%[activator]	1%	-3%	3%	i
CC(C)N1CCC(C)(C(=O)Nc2cc(-c3ccccc3)nn2C)C1 (stereo not given)	.	.	5%	-2	12%	8%	1%	0%	i
O=C(NCCc1ccc(Cl)cc1)c1cccnc1	1%	-5%	5%	21	19%	-1%	?	-13%	i
Cc1cnc(C(=O)OCC(=O)Nc2ccc(C)c(S(=O)(=O)N3CCOCC3)c2)cn1	3%	-7%	3%	2	-7%	-2%	11%	-3%	i
Cc1cc(C)cc(N(CC(=O)N2CCC(C)CC2)S(C)(=O)=O)c1	2%	-2%	2%	-2	0%	7%	-5%	1%	i
CCCc1nnc(NC(=O)Cn2cnc3ccccc3c2=O)s1	-10%	-1%	26%	34	-7%	6%	18%	8%	i
CCN(CC)C(=N)N1c2ccccc2CCC1C (stereo not given)	1%	-10%	3%	-1	3%	4%	2%	0%	i
O=C(NCc1ccccc1)N1CCn2c(nc3ccccc32)C1	-1%	1%	6%	5	4%	1%	18µM*	1%	i
Cc1nn(C2CCCCC2)c(N)c1-c1ccccc1	-6%	1%[9.22 µM]	20%	-4	1%	15%	15%	16%	i
Cc1ccccc1Nc1c(-c2ccc(N3CCOCC3)cc2)nc2ccccn12	.	.	.	.	41%[activator]	.	-2%	12%	i
O=C(NCCCl)Nc1ccc(Cl)c([N+](=O)[O-])c1	11%	4%	0%	-21	-16%	0%	?	-10%	i
O=[N+]([O-])c1cccc(CN2CCN(c3cccc4[nH]ccc34)CC2)c1	12%	3%	-3%	0	-5%	-1%	?	-1%	i
Nc1ncnc(Sc2ncccn2)c1[N+](=O)[O-]	?	?	16µM*	-27	?	-14%	?	3.7µM*	24µM*
COC(=O)c1ccc(Cn2cnc3c(Cl)ncnc32)cc1	24%	18%	9%	-94*	0%	?	-1%	-27%	i
COc1ccccc1/C=N/OC(=O)c1ccc(C)cc1	2%	-2%	9%	2	-13%	15%	0%	11%	.
COc1cc(/C=N/NC(=O)CCn2nnc3ccccc32)ccc1O	3%	0%	16%	12	15%	9%	0%	1%	i
O=S(=O)(NOCc1ccc(Cl)cc1)c1ccc(Cl)cc1	?	4%	-3%	1	-11%	-6%	-2%	6%	i
Cc1cc(C)c(C(=O)/C=C/c2cccc3ccccc23)c(=O)[nH]1	16µM*	23µM*	?	-85*	?	?	8.2µM*	6.5µM*	?
COc1ccccc1C(=O)NCCC(=O)NC1=NCCS1	4%	-3%	0%	22	.	2%	-8%	4%	i
CC1CC(NC(=O)c2cnc3n(c2=O)CCS3)CC(C)(C)C1 (stereo not given)	-1%	-5%	14%	19	-5%	4%	9%	2%	?
CC(=O)Nc1ccc(S(=O)(=O)N(C)CC(=O)OC2CCCCC2=O)cc1 (stereo not given)	-6%	-5%	4%	18	5%	-4%	0%	7%	?
CN(CCCNC(=O)c1ccc(N2CCCC2=O)cc1)c1ccccc1	6%	-4%	1%	-5	-4%	-12%	?	-3%	i
CC(=O)NC1(NC(C)=O)CCN(C)C(c2ccccc2)C1C (stereo not given)	-2%	-4%	13%	5	3%	11%	-7%	9%	i
CCOCCCNC(=O)N[C@@H](Cc1ccccc1)C(=O)OC	9%	0%	1%	-23	6%	2%	0%	4%	i
CCc1nnc(NC(=O)c2c(O)c3c([nH]c2=O)CCCC3)s1	159%[0.0737 µM]	-10%	9%	8	17%	11%	?	0%	i
CCOC(=O)c1ccc(Oc2c(C)oc3cc(OS(C)(=O)=O)ccc3c2=O)cc1	20%	3%	-3%	i	13%	-3%	?	3%	i
O=C1CC(Sc2ncn[nH]2)C(=O)N1c1ccccc1 (stereo not given)	-4%	-3%	-3%	-2	-4%	-8%	13%	8%	i
O=C(NCc1ccco1)c1ccc(F)c(S(=O)(=O)N2CCCCC2)c1	-48%[inhibitor]	4%	2%	-17	-12%	-3%	?	-7%	i
COc1cc(/C=N/NC(=O)c2cccnc2)ccc1OCC(=O)Nc1c(C)cc(C)cc1C	2%	-3%	4%	37	2%	-11%	-3%	-7%	i
COc1ccc(C2=NN3C(C2)c2ccccc2OC32C(=O)N(C)c3ccccc32)cc1 (stereo not given)	?	?	?	-5	208%[activator]	?	0%	-9%	i
Fc1ccccc1-c1n[nH]c(=S)n1CC1CCCO1 (stereo not given)	-51%[inhibitor]	11%	17%	4	-25%	8%	7%	5%	i
C=CC[C@H](CC(=O)NCCO)C(=O)N[C@@H](COC(=O)[C@H](CC=C)CC(=O)OC(C)(C)C)Cc1c[nH]c2ccccc12	30%	-1%	10%	-2	4%	4%	19%	8%	i
Cc1cccc(NC(=O)CN2C(=O)N/C(=C/c3cc(C)n(C(C)C)c3C)C2=O)c1	-17%	17%	-8%	13	-5%	-4%	-15%	-6%	?
